Source: PubChem BioAssay (several laboratories)
Siah-1 displacement: Siah-1 peptide-binding antagonists, primary screen, biochemical, fluorescence polarization, rhodamine-plectin, uHTS (AID 1817) | Siah-1 / rhodamine-plectin peptide fluorescence polarization; higher % means a stronger effect | displacement, % at 20 µM, or IC50 in µM where a hit was titrated | E3 ubiquitin-protein ligase SIAH1 (Homo sapiens) | hit rate 0.02% among 290,000;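 active means displacement of at least 50% at 20 µM, with a fluorescence ratio check between 0.3 and a set limit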;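 further: plate controls were Siah plus tracer with DMSO for no effect and tracer alone without Siah for full effect; strong numbers were not always called active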
West Nile antiviral: West Nile virus antiviral activity, cell-based, CPE readout (AID 1621); West Nile virus-infected cells, CPE inhibition; higher % means a stronger effect; CPE inhibition, % at 10 µM, or IC50 in µM where a hit was titrated; hit rate 0.02% among 290,000; in the data active means a potency from the dose series; inconclusive means CPE inhibition mostly from about 3.7% at the one dose, without a potency; inactive means the rest, 99 in 100 with CPE inhibition below about 2.2%; further: strong numbers were not always called active
XIAP antagonists: XIAP antagonists, biochemical, IAP family, fluorescence polarization (AID 1018); E3 ubiquitin-protein ligase XIAP (Homo sapiens); XIAP BIR domain, fluorescence polarization peptide displacement; higher % means a stronger effect; one-dose displacement, % at 20 µM; IC50 in µM for titrated hits; hit rate 0.007% among 200,000; in the data active means displacement above about 50%; further: a part of the inactive calls stands beside numbers as strong as those of hits
P. falciparum M17LAP: P. falciparum M17LAP inhibitors, primary screen, biochemical, fluorogenic H-Leu-NHMec substrate, 1536-well (AID 1619); Leucine aminopeptidase (Plasmodium falciparum (isolate 3D7)); recombinant M17LAP, H-Leu-NHMec fluorogenic kinetic assay; higher % means a stronger effect; inhibition, % at 30 µM, or IC50 in µM where a hit was titrated; hit rate 0.38% among 220,000;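 active means compound inhibiting the enzyme by more than half at any dose during confirmatory dose-response retesting; inconclusive means strong single-dose inhibitors picked by rank but not retested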;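 further: plate controls were full reaction with DMSO carrier for no effect and no enzyme background for full effect; strong numbers were not always called active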
ER stress rescue: rescue of cells from ER stress-induced death, primary screen, 384-well, CSM14.1, thapsigargin, ATP luminescence (AID 1222) | CSM14.1 thapsigargin-induced death rescue, ATP luminescence; higher % means a stronger effect | cellular ATP content (survival), % at 20 µM, or EC50 in µM where a hit was titrated | 190,000 tested, under 10 active;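 active means EC50 below 50 µM in the dose-response confirmation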;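 further: death triggered by thapsigargin at about 15 µM added after 2 h compound pretreatment; cell ATP read after overnight thapsigargin exposure of roughly 18 to 22 hours; normalized against plate controls of thapsigargin alone and 5% DMSO vehicle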
PMI inhibition: human PMI inhibitors, high substrate, primary screen, biochemical, fluorescence intensity, high mannose 6-phosphate (AID 1220) | Mannose-6-phosphate isomerase (Homo sapiens) | recombinant PMI enzyme, coupled fluorescence intensity; higher % means a stronger effect | inhibition, % at 20 µM, or IC50 in µM where a hit was titrated | hit rate 0.66% among 190,000; in the data active means inhibition above about 50%
Yfh1-depleted yeast: enhancers of respiration in Yfh1-depleted yeast, dose response, Friedreich's ataxia, plus single-dose screen (AID 1465). S. cerevisiae Yfh1-off respiration, WST-1 reduction, 72 h; higher fold induction means a stronger effect. one-dose fold induction at 50 µM; EC50 in µM for titrated hits. hit rate 0.074% among 220,000;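 active means fold induction of absorbance versus untreated yeast above a set limit, then at least 30% activation at any dose in follow-up; inconclusive means repeats straddling the limit, or above it without dose testing; inactive means fold induction below the set limit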;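 further: activators that raise dye reduction in frataxin-depleted yeast; strong numbers were not always called active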
P. falciparum M1AAP: P. falciparum M1AAP inhibitors, biochemical, fluorogenic H-Leu-NHMec substrate, 1536-well (AID 1445). Aminopeptidase N (Plasmodium falciparum (isolate 3D7)). recombinant M1AAP, H-Leu-NHMec fluorogenic kinetic assay; higher % means a stronger effect. one-dose inhibition, % at 30 µM; IC50 in µM for titrated hits. hit rate 0.42% among 220,000;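 active means primary inhibition above the hit cutoff, then over 50% inhibition at one or more dose response concentrations, cut at about 23% in these data, passing the limit was not always enough; inconclusive means conflicting primary data, or primary hits not chosen for dose response; inactive means low primary inhibition, or under 50% at every dose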;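 further: plate controls were DMSO full reaction for no effect and no enzyme background for full effect; strong numbers were not always called active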
Salmonella PhoP GFP: inhibitors of PhoP regulon expression, primary screen, Salmonella Typhimurium, GFP reporter (AID 1863). S. Typhimurium PhoP-regulated promoter GFP reporter, 4 h; higher % means a stronger effect. one-dose inhibition, % at 50 µM; IC50 in µM for titrated hits. hit rate 0.16% among 300,000;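 active means inhibition over 29.93%, a cutoff 3 SD above the screen mean, later confirmed by dose response; inconclusive means inhibition over 29.93% but no dose response follow-up; inactive means inhibition at most 29.93% or unconfirmed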;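 further: 0% = low Mg2+ inducing control and 100% = high Mg2+ repressing control; strong numbers were not always called active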
* = called active by the depositor; i = inactive; ? = inconclusive; / = no result given.

The opening 4 entries as a preview:
SMILES	Siah-1 displacement	West Nile antiviral	XIAP antagonists	P. falciparum M17LAP	ER stress rescue	PMI inhibition	Yfh1-depleted yeast	P. falciparum M1AAP	Salmonella PhoP GFP
O=C(OCCN1C(=O)c2ccccc2C1=O)c1cnccn1	3%	-0.2%	2.2%	5%	1.6%	30%	i	3%	-5%
NNC(=S)Nc1c(Br)cc(F)cc1Br	-2%	0.1%	/	-9%	/	/	i	0%	7%
Cc1nn(Cc2cccc(C(=O)NN)c2)c(C)c1Cl	1%	-0.2%	/	7%	/	/	i	-8%	8%
CCCCCCCCCn1c2c(c(=N)c3c1CCC3)CCCC2	-4%	3.1%	-4.4%	-2%	-4.9%	-5%	i	0%	31µM*

Main list, from the start:
SMILES	Siah-1 displacement	West Nile antiviral	XIAP antagonists	P. falciparum M17LAP	ER stress rescue	PMI inhibition	Yfh1-depleted yeast	P. falciparum M1AAP	Salmonella PhoP GFP
O=C(OCCN1C(=O)c2ccccc2C1=O)c1cnccn1	3%	-0.2%	2.2%	5%	1.6%	30%	i	3%	-5%
NNC(=S)Nc1c(Br)cc(F)cc1Br	-2%	0.1%	/	-9%	/	/	i	0%	7%
Cc1nn(Cc2cccc(C(=O)NN)c2)c(C)c1Cl	1%	-0.2%	/	7%	/	/	i	-8%	8%
CCCCCCCCCn1c2c(c(=N)c3c1CCC3)CCCC2	-4%	3.1%	-4.4%	-2%	-4.9%	-5%	i	0%	31µM*
Cn1c(Sc2ccccc2Cl)c(C=O)c2ccccc21	1%	/	-11%	0%	-0.7%	14%	/	4%	7%
CCN1CCN(CCC(=O)Nc2ccc(Br)cc2)CC1	-7%	-0.8%	-6.2%	-10%	-1.4%	-21%	i	-4%	6%
N#Cc1nc(-c2cccs2)oc1NCc1ccc(Cl)cc1	-1%	-0.4%	1.3%	7%	/	9%	i	11%	10%
C/C(=N/OC(=O)c1ccc(C)cc1)c1ccc(N2C(=O)C3CCCCC3C2=O)cc1 (stereo unspecified)	-1%	0.2%	-4.2%	-4%	-2.0%	11%	i	-3%	0%
O=C(CCC1CCCN(C(=O)Cn2cnnn2)C1)NCc1ccccc1F (stereo unspecified)	2%	0.0%	-3.7%	6%	-1.2%	2%	i	7%	1%
CC(C)(C)NC(=O)/C(=C/c1ccccc1F)NC(=O)c1ccc([N+](=O)[O-])cc1	4%	-0.9%	15%	-4%	-1.0%	8%	i	1%	6%
Cc1cccc(C)c1N1CCN(C(=O)Nc2ccc3c(c2)OCCO3)CC1	4%	-0.7%	-0.3%	2%	-0.6%	11%	i	6%	1%
CCN(CC)CCN1C(=O)c2ccccc2NC1c1ccc(Br)cc1 (stereo unspecified)	-5%	0.0%	-5.1%	-198%	-1.0%	-9%	i	4%	-10%
O=C1C2ON(c3ccccc3)C(c3ccncc3)C2C(=O)N1c1ccc(N2CCOCC2)cc1 (stereo unspecified)	-2%	-0.2%	-1.6%	4%	-0.9%	13%	i	17%	-2%
c1ccc2[nH]c(NCc3ccc4c(c3)OCO4)nc2c1	6%	-0.8%	-5.0%	3%	-2.8%	-15%	i	3%	0%
O=C1NC2(CCCc3ccccc32)C(=O)N1CCOc1ccc(Br)cc1 (stereo unspecified)	-2%	-0.7%	-3.3%	0%	-2.3%	9%	i	0%	2%
CCOC(=O)c1ccc(NC(=O)COC)cc1	1%	0.1%	-5.5%	-8%	-1.4%	1%	i	-2%	10%
CCc1ccc(CN2CCC(CO)(CC3CCCCO3)CC2)o1 (stereo unspecified)	-5%	-0.6%	-8.6%	13%	-1.3%	0%	i	12%	2%
O=C(Nc1ccc(F)cc1F)N1CCCN(c2ccc([N+](=O)[O-])cn2)CC1	0%	-0.9%	/	27%	/	/	i	4%	-6%
COc1ccc(N2CC(C(=O)Nc3ccc(S(=O)(=O)Nc4nccs4)cc3)CC2=O)cc1 (stereo unspecified)	-2%	0.0%	-12%	25%	-1.1%	11%	i	22%	1%
CN(C(=O)CSc1nc2c(c(=O)[nH]1)CCCC2)C1CCCCC1	-6%	-0.4%	-12%	10%	-4.1%	8%	i	1%	9%
CN1CCN(NC(=O)c2ccc(Br)c(S(=O)(=O)N3CCOCC3)c2)CC1	-2%	0.5%	-5.5%	-6%	-4.0%	4%	i	3%	-3%
O=C(CSc1nc2ccccc2o1)N1CCN(C(=O)c2ccco2)CC1	-1%	-0.1%	-6.6%	4%	-2.2%	-10%	i	6%	-9%
Cc1onc(-c2c(Cl)cccc2Cl)c1C(=O)O/N=C(\C#N)c1ccccc1	16%	0.5%	/	-3%	/	/	i	0%	-2%
Cn1c(=O)c2c(ncn2CCc2ccccc2)n(C)c1=O	6%	0.1%	-4.2%	-1%	-1.8%	-3%	i	-1%	2%
Cc1c(-c2n[nH]c(=S)n2-c2ccc(Br)cc2)nnn1-c1ccc(Cl)cc1	6%	-0.1%	-4.7%	0%	-1.1%	14%	i	-8%	-1%
COc1ccc(-c2ccc(SCC(=O)NCc3ccco3)nn2)cc1OC	-5%	-0.1%	1.8%	13%	-1.7%	3%	i	7%	8%
Cc1ccc(NC(=S)NNc2ncc(C(F)(F)F)cc2Cl)c(C)c1	-1%	0.3%	-2.5%	-2%	-0.6%	-18%	i	14%	1%
CCN1N=C(C)C=C(c2ccccc2)n2c1nc1ccccc12	3%	0.0%	/	3%	/	/	i	2%	0%
COC(=O)CCC(=O)OC1(C)C(=O)C=C2C=C(C3CC3)N(CCCCO)C=C2C1=O (stereo unspecified)	0%	0.4%	/	6%	/	/	i	-1%	-2%
CC(=O)Nc1nc(N)n(-c2ccccc2)n1	-2%	0.2%	-16%	2%	-0.9%	17%	i	15%	6%
COc1ccc(CN2C(=O)c3ccccc3C2=O)cc1C(=O)Nc1ccc(C)cc1C	16%	-0.2%	-4.7%	-13%	5.3%	3%	i	2%	-9%
CCCCNc1c(N)n(CC(C)C)c(=O)[nH]c1=O	3%	-1.0%	2.1%	-4%	/	6%	i	8%	-1%
Cc1ccccc1N(CC(=O)NC(C)(C)C)C(=O)c1ccc(-c2ccccc2)[nH]1	3%	-0.2%	-3.1%	1%	-2.4%	-10%	i	-1%	5%
Fc1ccc2nc(Nc3nc4c(F)cc(F)cc4s3)sc2c1	-15%	-1.2%	-6.2%	2%	-1.0%	6%	i	-4%	7%
O=C(Oc1cc(-c2ccccc2)no1)c1ccc(F)cc1	1%	-0.2%	-2.4%	-2%	-1.3%	-19%	i	0%	-4%
COCCn1c(SCC(=O)OCc2ccccc2)nc2c1c(=O)[nH]c(=O)n2C	5%	0.3%	-8.8%	/	-0.8%	1%	i	/	/
CCOC(=O)C1=C(C)N=C2SCCC(=O)N2C1c1ccc(C(=O)OC)cc1 (stereo unspecified)	-3%	0.2%	-6.3%	4%	-1.9%	-7%	i	-4%	27%
C/C(=N\Nc1cccc2cccnc12)c1ccccc1O	-1%	-0.8%	-7.8%	3%	-1.1%	-17%	i	1%	-5%
CC(Oc1ccccc1)C(=O)N1CCCc2ccccc21 (stereo unspecified)	0%	-0.5%	-2.2%	6%	/	8%	i	-1%	0%
Cc1ccc(CN(CCO)CCO)cc1	1%	0.1%	-11%	3%	2.5%	8%	i	10%	7%
CCCN1C2CCCC1CC(NC(=O)C1CCCCC1)C2 (stereo unspecified)	7%	-0.3%	-1.6%	0%	-1.8%	-2%	i	2%	3%
CC(=O)Nc1cccc(-c2csc(Nc3ccc(C)cn3)n2)c1	-9%	0.1%	-9.8%	1%	-3.3%	12%	i	3%	2%
O=S(=O)(Nc1ncccn1)c1ccc(NS(=O)(=O)c2cccc(Cl)c2Cl)cc1	2%	0.3%	-2.3%	6%	-1.5%	-4%	i	2%	1%
O=C1CC(c2ccccc2)CN1C(=O)c1cccnc1 (stereo unspecified)	6%	0.8%	-6.9%	-7%	-0.1%	-7%	i	3%	10%
NC(=O)c1sc2nccc(Nc3ccccc3)c2c1N	2%	0.8%	-1.2%	3%	-3.1%	-76%	i	?	0%

Some of the entries above, reformatted.
| mol | Siah-1 displacement | West Nile antiviral | XIAP antagonists | P. falciparum M17LAP | ER stress rescue | PMI inhibition | Yfh1-depleted yeast | P. falciparum M1AAP | Salmonella PhoP GFP |
| --- | --- | --- | --- | --- | --- | --- | --- | --- | --- |
| CC(=O)Nc1nc(N)n(-c2ccccc2)n1 | -2% | 0.2% | -16% | 2% | -0.9% | 17% | i | 15% | 6% |
| COc1ccc(CN2C(=O)c3ccccc3C2=O)cc1C(=O)Nc1ccc(C)cc1C | 16% | -0.2% | -4.7% | -13% | 5.3% | 3% | i | 2% | -9% |

(more compounds)
SMILES	Siah-1 displacement	West Nile antiviral	XIAP antagonists	P. falciparum M17LAP	ER stress rescue	PMI inhibition	Yfh1-depleted yeast	P. falciparum M1AAP	Salmonella PhoP GFP
O=C(c1ccco1)N1CCN(c2ccccc2F)CC1	-4%	-0.2%	-5.3%	-13%	1.3%	0%	i	-2%	11%
O=C(c1ccc(Cl)c(S(=O)(=O)N2CCCCCC2)c1)N1CCN(c2ccccc2O)CC1	5%	-1.1%	-3.5%	2%	0.3%	34%	i	7%	-3%
CCN=C(NCC)SC1CC(=O)N(c2ccc(F)cc2)C1=O (stereo unspecified)	4%	0.6%	-1.6%	2%	3.1%	43%	i	-1%	-3%
COC(=O)c1c(NC(=O)CSc2nnc(-c3cccnc3)n2Cc2ccco2)sc(C)c1C	-6%	0.0%	-3.6%	2%	/	-8%	i	4%	9%
O=C(Cn1nc(-c2ccccc2)ccc1=O)Nc1ccc(N2CCN(C(=O)c3cccs3)CC2)cc1	-5%	-0.2%	3.3%	7%	11%	19%	i	0%	2%
Cc1ccc(CC2CC(=O)N(c3cc(Cl)ccn3)C2=O)cc1 (stereo unspecified)	-1%	0.0%	/	6%	/	/	i	-2%	-5%
O=S(=O)(c1ccccc1)N1CCC(O)(CSc2ccc(F)cc2)CC1	6%	-0.8%	-4.0%	-2%	-0.5%	9%	i	0%	4%
CCN(CC)S(=O)(=O)c1cccc(C(=O)Nc2cc3oc4ccccc4c3cc2OC)c1	0%	-0.4%	-3.9%	3%	-1.8%	3%	i	7%	4%

Look-ups from the entries so far.
CCN=C(NCC)SC1CC(=O)N(c2ccc(F)cc2)C1=O (stereo unspecified) @ ER stress rescue: 3.1%
O=S(=O)(c1ccccc1)N1CCC(O)(CSc2ccc(F)cc2)CC1 @ XIAP antagonists: -4.0%
O=C(c1ccco1)N1CCN(c2ccccc2F)CC1 @ West Nile antiviral: -0.2%
